Anthrax LF inh2 – Bacillus anthracis LF protease inhibitors, primary screen, biochemical, multiplex microsphere, MLPCN library; Lethal factor (Bacillus anthracis), P15917; multiplex microsphere protease cleavage assay; inhibition, % at 10 µM; hit rate 0.12% among 360,000; also: plate controls were buffer without enzyme for full effect and enzyme alone for no effect
VHR inh abs – VHR1 phosphatase inhibitors, primary screen, biochemical, absorbance, uHTS; hit rate 0.52% among 290,000; inhibition, % at 13.3 µM; Dual specificity protein phosphatase 3 (Homo sapiens), P51452; recombinant VHR phosphatase, pNPP absorbance; in the data active = inhibition above about 50%; also: some compounds called inactive have numbers as strong as hits
Target sequence (P51452 whole entry, looked up): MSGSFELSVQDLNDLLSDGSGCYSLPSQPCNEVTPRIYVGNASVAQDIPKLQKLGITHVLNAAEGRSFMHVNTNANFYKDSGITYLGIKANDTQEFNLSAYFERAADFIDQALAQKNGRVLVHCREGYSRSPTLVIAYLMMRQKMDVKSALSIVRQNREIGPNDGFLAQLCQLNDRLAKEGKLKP
BoNT A protease – BoNT/A light chain protease inhibitors, primary screen, biochemical, flow cytometry, MLPCN library; multiplex microsphere protease substrate cleavage; inhibition, % at 10 µM; hit rate 0.17% among 360,000; AID 588499, 2011; also: plate controls were buffer without enzyme for full effect and enzyme alone for no effect
CCHFV vOTU inh – CCHFV vOTU protease inhibitors, primary screen, biochemical, Pep-AMC substrate, fluorescence. Crimean-Congo hemorrhagic fever virus L polyprotein viral ovarian tumor (vOTU) protease …. hit rate 0.55% among 370,000. AID 651958, 2012. inhibition, % at 11.5 µM; in the data active = inhibition above about 30%; also: 0% = vehicle wells with enzyme and 100% = no enzyme wells
MazF activator – activators of E. coli MazEF toxin-antitoxin RNase, primary screen, biochemical, fluorescence, uHTS | AID 504720, 2011 | hit rate 0.32% among 350,000 | activation, % at 20 µM | FAM/BHQ RNA-DNA oligo cleavage fluorescence, 5 h | Endoribonuclease toxin MazF (Escherichia coli (strain K12)), P0AE70; in the data active = activation above about 50%
Target sequence (P0AE70 whole entry, looked up): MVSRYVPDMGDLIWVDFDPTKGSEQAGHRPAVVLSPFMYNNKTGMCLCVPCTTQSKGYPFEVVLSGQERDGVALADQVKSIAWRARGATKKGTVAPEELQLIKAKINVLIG
PrPC TRFRET – inhibitors of human cell surface prion protein PrPC, primary screen, cell-based, TR-FRET. Major prion protein (Homo sapiens), P04156. TR-FRET read-out. inhibition, % at 13.8 µM. hit rate 0.43% among 370,000. AID 720596, 2013; in the data active = inhibition above about 24%; also: 0% = median of the test wells and 100% = reference compound wells
Rv3671c protease – Rv3671c serine protease inhibitors, primary screen, biochemical, fluorescence polarization, M. tuberculosis H37Rv; inhibition, % at 5.96 µM; hit rate 0.048% among 320,000; AID 2606, 2010; P9WHR9; in the data active = inhibition above about 38%;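 also: extracellular domain of Rv3671c used as enzyme; 0% = enzyme with DMSO and 100% = no enzyme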
Target sequence (P9WHR9 whole entry, looked up, the tested form may be a part): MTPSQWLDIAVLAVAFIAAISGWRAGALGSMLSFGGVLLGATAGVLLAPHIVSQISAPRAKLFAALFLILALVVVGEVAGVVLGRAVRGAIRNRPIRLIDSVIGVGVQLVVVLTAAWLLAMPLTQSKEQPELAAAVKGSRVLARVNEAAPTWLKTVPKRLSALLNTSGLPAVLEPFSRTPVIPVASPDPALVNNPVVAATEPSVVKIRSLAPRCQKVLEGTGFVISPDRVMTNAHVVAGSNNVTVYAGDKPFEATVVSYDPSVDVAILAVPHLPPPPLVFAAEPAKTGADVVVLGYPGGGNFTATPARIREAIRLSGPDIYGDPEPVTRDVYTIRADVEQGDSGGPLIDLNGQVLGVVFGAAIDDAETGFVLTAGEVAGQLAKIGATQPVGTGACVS
PriA SSB inh – inhibitors of Klebsiella pneumoniae PriA binding to SSB C-terminal tail, primary screen, biochemical, AlphaScreen | PriA–SSB C-terminal tail interaction (Klebsiella pneumoniae) | AID 1272365, 2023 | AlphaScreen SSBct-PriA binding, biotinylated peptide | inhibition, % at 33 µM | hit rate 0.6% among 430,000; in the data active = inhibition mostly above about 37%, no sharp cut-off; inactive = mostly below about 20%;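 also: plate controls were negative control peptide for no effect and reference peptide for full effect; strong numbers were not always called active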
BoNT F protease – BoNT/F light chain protease inhibitors, primary screen, biochemical, flow cytometry, MLPCN library. Multiplex microsphere protease cleavage assay. inhibition, % at 10 µM. Botulinum neurotoxin type F light chain protease (Clostridium botulinum). hit rate 0.22% among 360,000; in the data active = inhibition above about 35%, passing the limit was not always enough; inconclusive = no clear call, values can overlap the other calls; also: plate controls were buffer without enzyme for full effect and enzyme alone for no effect
3CLpro inhibitor – SARS-CoV 3CLpro protease inhibitors, primary screen, biochemical, quenched FRET; Replicase polyprotein 1ab (Severe acute respiratory syndrome coronavirus), P0C6X7; recombinant SARS-CoV 3CLpro, quenched FRET peptide cleavage; inhibition, % at 6 µM; hit rate 0.14% among 290,000; AID 1706, 2009; in the data active = inhibition above about 12%
* = called active by the depositor; ? = inconclusive; nt = no result given; & = joins results of further samples. Rule as the data show it, unless noted: active = inhibition above about 30%; inconclusive = no clear call, values can overlap the other calls; inactive = below that. A portion of the library; count on the stated rates, not on these rows.

SMILES | Anthrax LF inh2 | VHR inh abs | BoNT A protease | CCHFV vOTU inh | MazF activator | PrPC TRFRET | Rv3671c protease | PriA SSB inh | BoNT F protease | 3CLpro inhibitor
Cc1nn(CC(=O)Nc2ccccn2)c(C)c1[N+](=O)[O-] | -1.8 | -0.5 | 0.6 | -8.4 | 0.0 | -5.2 | 2.5 | -9.9 | 3.2 | 2.6
Cc1cccc(NNC(=O)C2CCC2)c1 | 2.5 | 17.0 | -0.3 | -11.8 | 7.8 | 11.9 | -2.1 | -0.5 | -9.3 | -4.0
CC(C)(C)N/N=C/c1cc(Cl)cc([N+](=O)[O-])c1O | -1.4 | -1.6 | 0.2 | 10.7 | 4.9 | -10.3 | 5.3 | nt | -0.7 | -0.4
CC1CN(C(=O)N2CCCCC2)CCN1C(=O)N1CCCCC1 (centres undefined) | -5.0 | 16.4 | -0.1 | 12.6 | 1.5 | -7.3 | 8.4 | 2.4 | -6.4 | 1.1
O=C(COC(=O)c1ccc([N+](=O)[O-])o1)Nc1ccc(F)cc1 | -8.1 | nt | 0.2 | 22.2 | 10.4 | -25.5 | -17.0 | 4.0 | 1.6 | nt
N/C(=N\OC(=O)Cc1ccccc1[N+](=O)[O-])c1cccnc1 | 0.5 | 38.0 | 0.4 | -7.4 | 8.3 | -3.5 | -5.9 | nt | 1.2 | 2.8
COc1cccc(/C=C/C(=O)N2CCN(S(=O)(=O)c3ccccc3)CC2)c1 | -10.7 | nt | -0.2 | -13.1 | 2.7 | 7.6 | nt | nt | -5.3 | nt
Cc1ccc(C(=O)Nc2ccc(S(=O)(=O)N3CCc4ccccc4C3)cc2)o1 | -2.8 | -2.1 | 3.7 | 3.9 | -2.8 | 6.8 | -23.9 | 4.9 | 36.5* | 6.5
COc1ccc(NC(=O)CNC(=O)Cc2cccc3ccccc23)c(OC)c1 | -5.4 | nt | -9.0 | -8.4 | 0.1 | -0.5 | 7.5 | 14.0 | ? | nt
COc1ccccc1N1CCN(C(=O)/C=C/c2ccccc2)CC1 | -3.3 | 52.9* | 0.6 | 0.3 | -0.4 | -6.2 | 6.9 | 0.4 | 12.8 | 1.6
CCN(CC)c1nc2n(c(=O)n1)CCN2CC | -2.1 | 26.7 | 1.9 | -2.1 | 1.5 | 6.4 | -2.3 | -2.2 | 1.2 | 8.9
CNc1ccc(-c2cccc([N+](=O)[O-])c2)cn1 | -14.8 | nt | -0.2 | 4.2 | nt | -36.4 | nt | nt | 0.1 | nt
CCN(C(=O)CSc1nnnn1-c1ccc(OC)cc1)C1CCS(=O)(=O)C1 (centres undefined) | 1.2 | nt | -6.2 | 14.9 | 0.9 | 0.0 | 5.9 | -11.0 | -9.1 | nt
CCOC(=O)Cn1nc(C)n(-c2ccc(Br)cc2)c1=O | 1.0 | 1.4 | 0.1 | -1.5 | -4.0 | 13.9 | -3.3 | -19.8 | 5.8 | 1.3
COc1ccc(C2/C(=C(/O)c3ccc4c(c3)CC(C)O4)C(=O)C(=O)N2Cc2ccncc2)cc1 (centres undefined) | nt | 5.7 | nt | 13.6 | 1.5 | 5.2 | -6.8 | nt | nt | 4.5
Cc1ccc(CCNC(=O)C23CN(Cc4ccccc4)CC2C(c2cccc([N+](=O)[O-])c2)=NO3)cc1 (centres undefined) | -6.2 | 14.4 | -0.4 | 14.7 | -1.2 | -1.5 | -8.3 | 24.3 | -2.1 | 5.2
CCN(CC(=O)Nc1ccccc1C(F)(F)F)C(=O)C1CSC2(C)CCC(=O)N12 (centres undefined) | 2.3 | nt | 7.5 | -4.4 | 2.8 | 0.3 | 8.8 | -13.1 | 4.6 | nt
Cn1c(CN2CCOCC2)nnc1SCc1ccccc1 | 5.1 | 20.0 | 0.3 | 9.4 | -12.9 | 3.5 | 3.9 | -0.5 | 7.9 | 0.9
CC(C)OCCCNC(=O)NC(=O)c1ccc(Cl)cc1 | -2.3 | 9.6 | -0.7 | 14.0 | -4.4 | 4.8 | -0.5 | -0.1 | -5.3 | -3.3
CCOC(=O)C1CCN(S(=O)(=O)c2ccc(OC)c(OC)c2)CC1 | 0.6 | 4.7 | 0.3 | -8.1 | 7.2 | 1.2 | 3.0 | -7.1 | 2.3 | 0.8
O=C(Nc1ncn[nH]1)c1ccc(Cl)cc1Cl | -0.5 | 14.4 | 0.3 | -2.0 | 6.8 | 8.4 | -3.2 | 8.0 | 3.6 | 0.5
O=C(CSCc1nc2ccccc2[nH]1)Nc1ccc2ccccc2c1 | -3.2 | -4.7 | -0.4 | 4.8 | 8.6 | 11.3 | -10.6 | -12.7 | -3.5 | -3.5
CCOc1ccc2nc(NC(=O)c3ccoc3C)sc2c1 | -6.7 | 6.4 | -0.6 | 11.2 | -3.1 | 18.6 | -6.9 | -0.3 | -8.5 | 7.6
Cc1ccc(CNCC(=O)Nc2ccc(N3CCOCC3)cc2)cc1 | -1.5 | 24.6 | -1.4 | -7.2 | -2.7 | 1.1 | 6.9 | -4.6 | -1.5 | 4.5
CC(C)(C)c1ccc(S(=O)(=O)/N=C2\C=C(NS(=O)(=O)c3ccccc3)C(=O)c3ccccc32)cc1 | -3.6 | 6.9 | -0.5 | 54.4* | 10.1 | 2.5 | -56.0 | nt | -3.1 | 6.9

(continued)
SMILES | Anthrax LF inh2 | VHR inh abs | BoNT A protease | CCHFV vOTU inh | MazF activator | PrPC TRFRET | Rv3671c protease | PriA SSB inh | BoNT F protease | 3CLpro inhibitor
O=C(C(=O)N1CCN(c2ccc(F)cc2)CC1)c1cn(CC(=O)N2CCOCC2)c2ccccc12 | -0.2 | 14.0 | -1.7 | 8.9 | -19.9 | -6.4 | 5.1 | 11.0&-9.1 | -2.6 | -2.1
N#CCSc1nc2[nH]ncc2c(=O)n1-c1ccccc1Br | -5.2 | 12.0 | -3.1 | -10.2 | -2.6 | -1.6 | 2.2 | -9.9 | -25.7 | 0.5
CCc1cccc(CC)c1NC(=S)NCc1ccc2[nH]c(C)cc2c1 | -85.2 | -11.0 | 34.3* | 15.3 | -1.1 | -0.9 | 2.4 | 1.5 | -103.6 | 3.9
O=C(/C=C/c1ccccc1Cl)c1ccc[nH]1 | -1.1 | -23.2 | 0.3 | -6.1 | 6.8 | 2.8 | -12.5 | -5.6 | -7.7 | -2.0
CCCn1cnc2c(oc3ccccc32)c1=O | 4.7 | 23.1 | 1.7 | -17.4 | 7.0 | -0.1 | nt | -5.8 | 21.1 | -0.9
N=c1c(C(=O)NCc2ccc3c(c2)OCO3)cc2c(=O)n3ccccc3nc2n1Cc1cccnc1 | 3.0 | 16.9 | -0.8 | -4.0 | 13.7 | -31.1 | -5.4 | -3.0 | -3.1 | -7.2
CC1=CC=CC2=NC(=O)CC(C)(C(=O)O)N12 (centres undefined) | -2.3 | 34.4 | -0.6 | -99.3 | 9.6 | 5.7 | -4.0 | -7.6 | 2.5 | 2.1
O=C(OCC(=O)N1CCN(C(=O)c2ccco2)CC1)c1cn(-c2ccccc2)nc1-c1ccccc1 | -9.2 | -14.1 | -0.1 | 0.2 | -1.3 | -2.6 | -7.8 | 0.7 | 0.5 | 0.2
CN(C)C(CNc1ccc([N+](=O)[O-])cc1C#N)c1ccccc1 (centres undefined) | -0.1 | 36.6 | 0.0 | -1.6 | -12.1 | -1.5 | 4.4 | 12.6 | -6.0 | 4.6
COc1ccc(C2=NS(=O)(=O)N(C)C(C(=O)Nc3ccc(OC)c(OC)c3)=C2)cc1 | -9.8 | -10.3 | 0.6 | 8.8 | -4.6 | -8.5 | 1.6 | 23.4 | -7.2 | -5.1
Cc1ccc2c(c1)N(CC(=O)NCCC1=CCCCC1)C(=O)c1cccnc1O2 | -3.5 | 21.2 | -0.4 | 5.0 | 7.3 | 12.4 | 3.1 | 4.5 | -8.4 | 4.5
COc1ccc(C2C(=O)N(C3CCCCC3)CC(=O)N2C2CCCC2)cc1 (centres undefined) | -1.0 | 39.1 | -0.7 | -0.7 | -9.4 | 11.4 | -14.8 | -3.3 | -4.6 | -3.0
COc1cccc(/C=N/Nc2nc(C)cc(=O)[nH]2)c1OC | 26.1 | -15.3 | 0.6 | -4.2 | 4.5 | -5.6 | 11.7 | nt | -13.9 | 3.0
CCCCC(=O)N/N=C(\C)c1cccc(NC(=O)C2CC2)c1 | -0.8 | -11.3 | -1.0 | 2.0 | 12.6 | 11.4 | -3.9 | nt | -18.6 | -3.1
O=C(c1n[nH]c(=O)c2ccccc12)N1CCN(C2c3ccccc3-c3ccccc32)CC1 | -0.3 | 19.7 | 0.9 | -2.0 | 0.7 | -1.2 | -2.0 | -10.2 | 4.2 | 3.6
Cc1ccc(NC(=O)CCc2nc3ccccc3s2)c(O)c1 | -2.2 | -2.0 | -0.2 | -3.8 | 0.9 | 0.6 | -6.5 | -7.5 | -0.5 | 2.9
COc1ccc(C(=O)NCCSc2ccccc2)cc1 | -0.9 | 1.7 | -0.8 | 2.2 | -11.9 | 2.9 | 5.5 | -9.1 | 1.9 | -1.6
Cc1ccc(S(=O)(=O)CCC(=O)OCC(=O)NCC(=O)Nc2c(C)cc(C)cc2C)cc1 | 3.9 | nt | 4.0 | -3.5 | 0.9 | 4.9 | 5.8 | -6.6 | 3.3 | nt
COc1ccc([C@H]2CC(=O)C=C(c3ccc(OC(F)(F)F)cc3)C2)cc1OC | -3.1 | nt | -0.6 | 18.8 | -4.0 | 8.5 | -0.6 | -5.3 | -4.6 | nt
O=C(O)C1CC=CCC1C(=O)Nc1cccc([N+](=O)[O-])c1 (centres undefined) | -4.0 | 13.0 | 0.0 | -6.0 | 6.3 | -13.9 | -1.6 | -9.3 | -2.9 | 3.2
Cc1cc(C)c(NC(=O)CSc2nnc(CNC(=O)c3ccccc3F)o2)c(C)c1 | -1.7 | 1.3 | -1.4 | -9.4 | 13.9 | 4.8 | -2.6 | -13.0 | -0.4 | -2.7
Cc1ccc2nsnc2c1NC(=O)c1ccc2c(c1)OCCO2 | -3.9 | 39.7 | 0.3 | 12.3 | 4.3 | -20.7 | -1.7 | -2.1 | 0.1 | -1.1
Cn1nnnc1SCC(=O)Nc1ccccn1 | -7.4 | 22.8 | ? | -13.6 | 3.9 | 2.5 | 3.8 | -0.3 | 4.9 | 3.4
Cc1cc2oc(=O)cc(-c3ccccc3)c2c(C)c1-c1ccc(N(C)C)cc1 | -12.2 | nt | -0.6 | 20.7 | -1.7 | -7.7 | nt | 6.3 | -5.7 | nt
N#C/C(=C\c1ccc(O)cc1)C(=O)O (tested in a mixture with another compound) | 1.2 | nt | -0.3 | 11.4 | -14.1 | -4.7 | nt | nt | 2.3 | nt
O=S(=O)(N1CCCCC1)N1CCN(S(=O)(=O)N2CCCCC2)CC1 | -0.4 | -3.4 | 0.0 | 4.6 | 0.0 | 2.8 | nt | -8.0 | 6.7 | -6.8

Of the compounds above, 2 have a CF3 group.
SMILES | Anthrax LF inh2 | VHR inh abs | BoNT A protease | CCHFV vOTU inh | MazF activator | PrPC TRFRET | Rv3671c protease | PriA SSB inh | BoNT F protease | 3CLpro inhibitor
CCN(CC(=O)Nc1ccccc1C(F)(F)F)C(=O)C1CSC2(C)CCC(=O)N12 (centres undefined) | 2.3 | nt | 7.5 | -4.4 | 2.8 | 0.3 | 8.8 | -13.1 | 4.6 | nt
COc1ccc([C@H]2CC(=O)C=C(c3ccc(OC(F)(F)F)cc3)C2)cc1OC | -3.1 | nt | -0.6 | 18.8 | -4.0 | 8.5 | -0.6 | -5.3 | -4.6 | nt

Screening results deposited in PubChem by several laboratories.
